Source: PubChem
APE1 inh = qHTS Assay for Inhibitors of the Human Apurinic/apyrimidinic Endonuclease 1 (APE1) | recombinant APE1, TAMRA/BHQ-2 abasic DNA cleavage fluorescence | Potency, µM (titrated, usually from 65.8 µM), for inactives: at the highest dose activity change, negative = inhibition, usual class: inhibitors | 350,000 tested, 0.35% active;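 also: plate controls were vehicle for no effect and reference inhibitor for full effect; nearly all actives have a fitted effect of over 55% in size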
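Step 1: APE1 (0.75 nM) with compound, 15 min RT. Step 2: add 50 nM fluorophore/quencher THF duplex. Step 3: three fluorescence reads 60 s apart (525/598 nm); read 3 minus read 1 = reaction progress.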
POLK inh = qHTS for Inhibitors of Polymerase Kappa; DNA polymerase kappa (Homo sapiens), Q9UBT6; purified Pol kappa, fluorescent DNA synthesis assay, 10 min; Potency, µM (top dose mostly 107 µM), for inactives: at the highest dose activity, negative = inhibition, actives largely listed as inhibitors; 400,000 tested, 0.53% active; AID 588579, 2011; also: % is scaled to controls: 0 for no effect and ±100 for the full control effect
Target sequence (Q9UBT6 whole entry, looked up): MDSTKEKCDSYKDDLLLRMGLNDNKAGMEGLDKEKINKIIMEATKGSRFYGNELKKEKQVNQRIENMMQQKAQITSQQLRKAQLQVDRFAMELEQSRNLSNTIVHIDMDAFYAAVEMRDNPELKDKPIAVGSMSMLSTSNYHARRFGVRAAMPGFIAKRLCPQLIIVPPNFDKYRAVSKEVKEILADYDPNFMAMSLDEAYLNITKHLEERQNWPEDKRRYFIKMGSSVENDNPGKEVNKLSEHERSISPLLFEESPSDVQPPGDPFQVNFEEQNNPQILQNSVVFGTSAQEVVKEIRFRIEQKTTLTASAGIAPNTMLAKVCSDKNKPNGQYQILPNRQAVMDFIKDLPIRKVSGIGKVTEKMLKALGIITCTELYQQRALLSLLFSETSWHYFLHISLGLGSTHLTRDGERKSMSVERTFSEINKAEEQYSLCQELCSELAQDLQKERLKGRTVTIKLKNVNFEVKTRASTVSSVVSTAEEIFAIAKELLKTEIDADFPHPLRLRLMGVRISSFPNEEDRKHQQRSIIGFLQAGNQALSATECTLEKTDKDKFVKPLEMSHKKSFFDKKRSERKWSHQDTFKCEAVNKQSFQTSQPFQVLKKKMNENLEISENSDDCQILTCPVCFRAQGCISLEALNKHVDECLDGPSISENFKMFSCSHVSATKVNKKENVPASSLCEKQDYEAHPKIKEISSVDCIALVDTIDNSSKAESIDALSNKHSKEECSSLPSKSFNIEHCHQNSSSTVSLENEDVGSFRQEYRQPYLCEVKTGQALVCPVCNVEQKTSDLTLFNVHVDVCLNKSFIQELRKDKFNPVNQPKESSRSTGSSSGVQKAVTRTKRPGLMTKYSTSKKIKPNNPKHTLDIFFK
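Readout: fluorescence, taken kinetically at 0 and 10 min. Conditions: 10 nM Pol kappa, 15 min RT compound preincubation, 50 nM substrate final. Controls: enzyme-free buffer wells.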
BLM inh = qHTS Assay for Inhibitors of Bloom's syndrome helicase (BLM); recombinant BLM DNA unwinding, fluorescence dequenching; 350,000 tested, 0.2% active; RecQ-like DNA helicase BLM (Homo sapiens), P54132; Potency, µM (top dose mostly 56.1 µM), for the others: top-dose activity change, negative = inhibition, most hits filed as inhibitors;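 also: plate controls were vehicle for no effect and no enzyme for full effect; nearly all actives have a fitted effect of over 35% in size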
BAZ2B inh = qHTS Assay for Inhibitors of BAZ2B; Bromodomain adjacent to zinc finger domain protein 2B (Homo sapiens), Q9UIF8; AlphaScreen BAZ2B-H3K14Ac peptide displacement; Potency, µM (titrated, usually from 114 µM), inactives show at the highest dose activity change, negative = inhibition, hits mostly inhibitors; 360,000 tested, 4.4% active; also: % is scaled to controls: 0 for no effect and ±100 for the full control effect; nearly all actives have a fitted effect of over 60% in size
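AlphaScreen luminescence quantifies BAZ2B engagement of H3K14Ac peptide; the protein and biotinylated peptide are both at 50 nM final, buffer PBS pH 7.4 with 0.01% Tween-20, all steps at room temperature.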
Pol eta inh = qHTS for Inhibitors of Polymerase Eta; DNA polymerase eta (Homo sapiens), Q9Y253; recombinant Pol eta, fluorescent DNA replication assay; Potency, µM (titrated, usually from 114 µM), for inactives: at the top dose activity change, negative = inhibition, most hits filed as inhibitors; 390,000 tested, 1.2% active; AID 588591, 2011; also: % is scaled to controls: 0 for no effect and ±100 for the full control effect
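Fluorescent replication assay: 50 nM final substrate added after a 15 min room-temperature compound preincubation with 10 nM enzyme. Signal taken at 0 min and again at 10 min.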
POLI inh = qHTS for Inhibitors of Polymerase Iota | AID 588590, 2011 | Potency, µM (top dose mostly 115 µM), without a hit: at the top dose activity, negative = inhibition, hits mostly inhibitors | 390,000 tested, 1% active | Pol iota fluorescent replication assay, 10 min
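Fluorescent replication assay read twice, at 0 min and 10 min after adding 50 nM (final) substrate. Enzyme (10 nM) and compounds were first incubated 15 min at room temperature; enzyme-free buffer wells were negative controls.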
Pol beta inh = qHTS Assay for Inhibitors of DNA Polymerase Beta | P06746 | Pol beta primer extension/strand displacement, fluorescence kinetic | Potency, µM (highest dose often 114 µM), for the others: at the highest dose activity change, negative = inhibition, most hits filed as inhibitors | 340,000 tested, 1.3% active; also: % is scaled to controls: 0 for no effect and ±100 for the full control effect
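Homogeneous kinetic assay of primer extension and strand displacement by 10 nM Pol beta, preincubated 15 min at room temperature with compound before 50 nM substrate (final) was added. Read at 0 and 10 min; four-parameter Hill fit.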
G9a inh = qHTS Assay for Inhibitors of Histone Lysine Methyltransferase G9a. G9a H3K9 monomethylation, AlphaScreen, 2 h. Potency, µM (doses to about 102 µM), for the others: top-dose activity, negative = inhibition, usual class: inhibitors. 350,000 tested, 8.8% active. AID 504332, 2011; also: % is scaled to controls: 0 for no effect and ±100 for the full control effect; nearly all actives have a fitted effect of over 75% in size
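G9a (20 nM) preincubated 15 min RT with compounds, then 500 nM biotinylated H3K9 peptide and 20 uM SAM added; 2 h RT reaction. Monomethyl-H3K9 product detected by AlphaScreen with anti-H3K9me1 antibody, streptavidin donor and anti-rabbit IgG acceptor beads.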
JMJD2A Tudor = qHTS Assay for Inhibitors of JMJD2A-Tudor Domain; Lysine-specific demethylase 4A (Homo sapiens), O75164; AlphaScreen JMJD2A-Tudor / H3K4me3 peptide binding; Potency, µM (doses to about 114 µM), without a hit: at the highest dose activity change, negative = inhibition, hits mostly inhibitors; 390,000 tested, 4.4% active; also: % is scaled to controls: 0 for no effect and ±100 for the full control effect; nearly all actives have a fitted effect of over 50% in size
* marks the source's active call; other numbers are inactive results; ? = inconclusive; nt = not tested or not shown; [ ] = another dose, or the depositor's remark. Calls follow the shape of the dose curve; as a rule, active = well fitted curve in the direction sought with a large enough effect; inconclusive = small, poorly fitted or top-dose-only effect, or another doubt; inactive = no such curve, though single readings can be large; an effect the other way counts as inactive or inconclusive. Potency is read from the fitted curve at half-maximal effect. The list is partial, so the mix of outcomes need not match the whole.

Assay codes: A = APE1 inh; B = POLK inh; C = BLM inh; D = BAZ2B inh; E = Pol eta inh; F = POLI inh; G = Pol beta inh; H = G9a inh; I = JMJD2A Tudor
O=C(Nc1nc2ccccc2[nH]1)c1ccc(Cl)c(S(=O)(=O)N2CCCC2)c1
  A: 7% | B: 3% | C: -5% | D: -5% | E: -1% | F: -2% | G: -25% | H: 9% | I: -27%

Cc1ccc(S(=O)(=O)Oc2ccccc2-c2ccccc2)cc1
  A: nt | B: -1% | C: nt | D: nt | E: -14% | F: 14% | G: nt | H: nt | I: 149%[activator]

CCOc1cc(C(=O)Nc2ccc(NC(=O)c3cc4ccccc4o3)c(OC)c2)cc(OCC)c1OCC
  A: nt | B: -12% | C: -9% | D: 3% | E: -5% | F: 9% | G: 4% | H: -28%[59 µM] | I: -9%

Cc1ccc2cccc(SCC(=O)NCc3ccco3)c2n1
  A: 0% | B: -1% | C: 1% | D: -28% | E: 6% | F: 9% | G: 27% | H: -20% | I: -29%

O=C(CN1C(=O)/C(=C\c2ccccc2Br)Oc2ccccc21)NCCCN1CCOCC1
  A: 7% | B: -18% | C: -9% | D: 11% | E: -3% | F: -1% | G: 3% | H: 24% | I: 2%

Cc1ccc(Cn2c(C(C)Nc3nc(C)cs3)nc3cc(Cl)c(Cl)cc32)cc1 (stereo not given)
  A: nt | B: 9% | C: nt | D: nt | E: -13% | F: -11% | G: nt | H: nt | I: -20%

CC[C@]12c3[nH]c4ccccc4c3CCN1C(=O)C(CC(=O)NCCCn1ccnc1)C[C@@H]2C(=O)N1CCN(C(=O)c2ccco2)CC1 (stereo not given in full)
  A: -4% | B: -8% | C: nt | D: nt | E: -1% | F: -13% | G: nt | H: nt | I: -15%

COc1cc(NC(=O)C2CCCN2S(=O)(=O)c2ccc3c(c2)CCC(=O)N3)cc(OC)c1 (stereo not given)
  A: -3% | B: -5% | C: 3% | D: 3% | E: -3% | F: 28% | G: 0% | H: -8% | I: -8%

O=c1oc(-c2ccc([N+](=O)[O-])cc2)nc2ccccc12
  A: -3% | B: 14% | C: -9% | D: -7% | E: -2% | F: -29% | G: 3% | H: -3% | I: -18%

Cc1ccc(C)c(NC(=S)N(C)CCc2ccccn2)c1
  A: 0% | B: 1% | C: -1% | D: -4% | E: -12% | F: 2% | G: 11% | H: -16%[59 µM] | I: ?

CCC(Sc1nc(=O)cc(N)n1CCc1ccccc1)C(=O)Nc1cc(C)on1 (stereo not given)
  A: -3% | B: -10% | C: 0% | D: 3% | E: -16% | F: -7% | G: -9% | H: -6%[59 µM] | I: -13%

C=CCC(=O)OCC(=O)Nc1ccc(Cl)cn1
  A: 2% | B: 5% | C: -3% | D: 8% | E: -10% | F: 14% | G: 31% | H: 18% | I: 5%

O=C1OC(CN(Cc2ccccc2)Cc2ccccc2)CN1N=Cc1ccc([N+](=O)[O-])o1 (stereo not given)
  A: nt | B: -12% | C: nt | D: nt | E: -8% | F: -25% | G: nt | H: nt | I: -14%

O=C1Nc2ccc(S(=O)(=O)N3CCCC3C(=O)O)c3cccc1c23 (stereo not given)
  A: -6% | B: -21% | C: 2% | D: -1% | E: 4% | F: -17% | G: 3% | H: ? | I: -5%

CN(C)c1nc(Oc2ccc(=O)n(C)n2)nc(N2CCOCC2)n1
  A: -1% | B: -3% | C: 2% | D: -1% | E: -4% | F: -9% | G: 14% | H: -24%[59 µM] | I: 2%

CCc1ccc(-n2c(=S)sc3c(=O)n(-c4ccccc4)c(SCC(=O)O)nc32)cc1
  A: 43% | B: -16% | C: -1% | D: 4% | E: -10% | F: 21% | G: -35% | H: 5% | I: -20%

CCOC(=O)c1nnn(CC(=O)N2N=C(c3ccc(Cl)cc3)CC2c2ccccc2)c1C(=O)OCC (stereo not given)
  A: ? | B: 5% | C: 1% | D: 5% | E: 0% | F: 3% | G: 8% | H: -11%[59 µM] | I: -9%

COc1ccc(CN2CCC(CO)(Cc3cccc(C(F)(F)F)c3)CC2)cc1Cn1cccn1
  A: 2% | B: 10% | C: 0% | D: -4% | E: -19% | F: 8% | G: -3% | H: nt | I: -13%

COC(=O)C1C2CC3c4[nH]c5cc(OC)ccc5c4CCN3CC2CC(O)C1OC (stereo not given)
  A: nt | B: 10% | C: nt | D: nt | E: -12% | F: 55%[activator] | G: nt | H: nt | I: ?

O=C(CSc1nc2ccccc2nc1N1CCOCC1)Nc1ccccc1F
  A: 19% | B: 1% | C: 3% | D: 33%[activator] | E: ? | F: 7% | G: -10% | H: nt | I: 20%

COCCCN1C(=O)/C(=C\c2cccs2)C(C(=O)OC)=C1C
  A: -2% | B: 3% | C: -3% | D: ? | E: -14% | F: 38%[activator] | G: 17% | H: ? | I: -34%

CCOC(=O)c1c(NC(=O)c2ccc(Cl)cc2)csc1C
  A: 9% | B: -18% | C: 3% | D: 0% | E: -21% | F: 40%[activator] | G: 24% | H: 38%[59 µM] | I: -3%

COc1ccccc1N1CC=C(c2cccc([N+](=O)[O-])c2)NC1=O
  A: 3% | B: -22% | C: -2% | D: -20% | E: -15% | F: 3% | G: 0% | H: 40µM* | I: -14%

CC(=O)NCCC(=O)Nc1cc(S(=O)(=O)Nc2ccc(Cl)cc2)ccc1N1CCCC1
  A: -15% | B: -2% | C: -7% | D: -10% | E: -2% | F: 12% | G: 0% | H: 22µM* | I: ?

Nc1cnc(-c2ccccc2)nc1Cl
  A: 1% | B: -7% | C: 3% | D: 4% | E: -21% | F: 206%[activator] | G: 1% | H: 15% | I: 7%

Reprinted at random: 2 compounds from above
Assay codes: A = APE1 inh; B = POLK inh; C = BLM inh; D = BAZ2B inh; E = Pol eta inh; F = POLI inh; G = Pol beta inh; H = G9a inh; I = JMJD2A Tudor
COc1ccc(CN2CCC(CO)(Cc3cccc(C(F)(F)F)c3)CC2)cc1Cn1cccn1
  A: 2% | B: 10% | C: 0% | D: -4% | E: -19% | F: 8% | G: -3% | H: nt | I: -13%

O=C1OC(CN(Cc2ccccc2)Cc2ccccc2)CN1N=Cc1ccc([N+](=O)[O-])o1 (stereo not given)
  A: nt | B: -12% | C: nt | D: nt | E: -8% | F: -25% | G: nt | H: nt | I: -14%

G9a inh: hit marks shown above
Assay codes: A = APE1 inh; B = POLK inh; C = BLM inh; D = BAZ2B inh; E = Pol eta inh; F = POLI inh; G = Pol beta inh; H = G9a inh; I = JMJD2A Tudor
COc1ccccc1N1CC=C(c2cccc([N+](=O)[O-])c2)NC1=O
  A: 3% | B: -22% | C: -2% | D: -20% | E: -15% | F: 3% | G: 0% | H: 40µM* | I: -14%

CC(=O)NCCC(=O)Nc1cc(S(=O)(=O)Nc2ccc(Cl)cc2)ccc1N1CCCC1
  A: -15% | B: -2% | C: -7% | D: -10% | E: -2% | F: 12% | G: 0% | H: 22µM* | I: ?

(next part)
Assay codes: A = APE1 inh; B = POLK inh; C = BLM inh; D = BAZ2B inh; E = Pol eta inh; F = POLI inh; G = Pol beta inh; H = G9a inh; I = JMJD2A Tudor
CCOC(=O)C1CCN(c2ncnc3c2oc2ccccc23)CC1
  A: -2% | B: -7% | C: 2% | D: 12% | E: 6% | F: 2% | G: 1% | H: 5%[59 µM] | I: 0%

CCOC(=O)c1ccc(NC(=O)CSc2nnc(COc3ccccc3OC)n2C)cc1
  A: 3% | B: 1% | C: -3% | D: 8% | E: -9% | F: 2% | G: -16% | H: -7%[12.7 µM] | I: -17%

Cc1ccc(-c2csc3ncn(CC(=O)OC(C)C)c(=O)c23)cc1
  A: 9% | B: 2% | C: -2% | D: 0% | E: -21% | F: 42%[activator] | G: -19% | H: 23% | I: -12%

CCOc1ccc(C2C(C(=O)c3ccco3)=C(O)C(=O)N2CCN2CCOCC2)cc1OCC (stereo not given)
  A: 61%[activator] | B: 17% | C: 0% | D: -20%[57.1 µM] | E: -7% | F: 29% | G: -15% | H: 40µM* | I: -16%

Cc1ccccc1-c1cc(C(=O)N/N=C/c2cccnc2)c2ccccc2n1
  A: 46% | B: -3% | C: 2% | D: -21% | E: -14% | F: -10% | G: -18% | H: 3% | I: -16%

O=C(NC1CC(=O)N(c2cccc(F)c2)C1)c1cccs1 (stereo not given)
  A: nt | B: -10%[60.1 µM] | C: 0% | D: -1% | E: -6% | F: 29% | G: -8% | H: 1%[59 µM] | I: 4%

Cc1ccc(C2C3=C(CCCC3=O)Nc3c2c(C)nn3-c2ccccn2)o1 (stereo not given)
  A: ? | B: nt | C: -2% | D: -4% | E: nt | F: nt | G: 18% | H: 12% | I: nt

C[C@H](CO)N1C[C@H](C)[C@@H](CN(C)C(=O)Nc2ccccc2)Oc2c(NS(=O)(=O)c3ccccc3)cccc2C1=O
  A: -11% | B: 7% | C: nt | D: nt | E: -12% | F: 27% | G: nt | H: nt | I: -16%

CCc1nc2ccc(C(=O)NCc3ccc(SC)cc3)cc2nc1CC
  A: nt | B: -1%[60.1 µM] | C: -1% | D: -2% | E: -25% | F: 26% | G: -1% | H: -1%[59 µM] | I: -6%

O=C(Cc1ccccc1)Nn1c(-c2ccccc2F)nc2ccccc2c1=O
  A: 11% | B: -13% | C: -4% | D: -14% | E: -13% | F: 79%[activator] | G: 1% | H: 2%[59 µM] | I: 2%

CCOc1ccc(C(=O)CCC(=O)NNC(=O)c2ccncc2)cc1
  A: 13% | B: -1% | C: nt | D: 13% | E: -10% | F: 25% | G: nt | H: -40%[59 µM] | I: -17%

O=C(CNC(=O)OCc1ccccc1)NC1CCCCNC1=O (stereo not given)
  A: 1% | B: 2% | C: -8% | D: 8% | E: -3% | F: -4% | G: 52% | H: -11% | I: 1%

CN(C)S(=O)(=O)c1cccc(N=c2scc(-c3ccc4c(c3)NC(=O)CO4)n2CC2CCCO2)c1 (stereo not given)
  A: ? | B: -7% | C: -9% | D: 50µM* | E: ? | F: -3% | G: 13% | H: -43%[12.7 µM] | I: ?

Brc1cnc(N2CCCC2)nc1N1CCCCC1
  A: -12% | B: -9% | C: -1% | D: 32% | E: 0% | F: 9% | G: 7% | H: -6% | I: 52%[activator]
